# KLF5 inh = kruppel-like factor 5 inhibition. AID 1700. DLD-1 KLF5 promoter-luciferase reporter, luminescence. inhibition, % at 5 µM. actives 0.23% (n = 290,000);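 active = inhibition above a per-plate limit of that plate's mean compound inhibition plus 3 SD, cut at about 60% in these data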;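 also: 0% = DMSO wells and 100% = LY294002 at 200 µM; higher means less KLF5 promoter-driven luciferase light; inactives centre near -14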
# Platelet DG rel = modulates dense granule release in human platelets | AID 1663 | actives 0.22% (n = 300,000) | inhibition, %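 (compounds screened at 7.5 µM in platelet-rich plasma)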 | human platelet-rich plasma, SFLLRN dense granule ATP release, luminescence;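 active = mean replicate score, as percent of positive control, at or above 50; inconclusive = mean below 50 but at least one replicate at or above 50; inactive = mean and every replicate below 50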
# IEC-6 tox = kills IEC-6 intestinal cells in KLF5 counter-screen; IEC-6 cytotoxicity, luminescence viability; inhibition, % at 5 µM; actives 0.78% (n = 290,000); AID 1825; in the data active = inhibition above about 22%;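 also: 0% = plate median of test compound wells and 100% = cytotoxic reference compound wells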
# HSF1 activator = increases HSF-1 driven luciferase reporter signal; activation, % at 9 µM; actives 1.7% (n = 300,000); NIH3T3-HGL HSF-1 luciferase reporter, MG132, 8 h; 100% = twice DMSO control signal; AID 504408;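 active = mean replicate activation of at least 50% with a set share of replicates each reaching 50%; inconclusive = only one of those two conditions met; inactive = mean below 50% and too few replicates reaching it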;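 also: 0% = median of the neutral control wells and 100% = twice that signal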
# HSF1 inh = HSF1 inhibition; NIH3T3-HGL HSE-luciferase, MG132-induced, luminescence 8 h; hits give low values; activity change, negative = inhibition, % at 7.5 µM (by protocol); actives 0.77% (n = 300,000); AID 2098;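 active = more than half of replicate wells show activity change below -50%, luminescence cut by over half; inconclusive = some wells, but at most half, below -50%; inactive = no replicate well below -50%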;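 also: luciferase reports HSF-1 transcriptional activity via heat shock element; 0% = median of DMSO wells and -100% = zero luminescence signal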
# aSyn UTR inh = 5' untranslated region of α-synuclein, MLPCN primary screen; alpha-synuclein 5'UTR reporter, inhibitor activity; inhibition, % (tested at 7.5 µM); actives 0.82% (n = 300,000); AID 1813; in the data active = inhibition above about 60%; inconclusive = no clear call, values can overlap the other calls;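 also: H4 neuroglioblastoma cells stably carrying SNCA 5'UTR luciferase fusion; 0% = DMSO wells and 100% = positive control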
# HIF act = HIF pathway transcriptional activation; actives 0.32% (n = 300,000); U2OS HRE-luciferase reporter, luminescence; normalized: DMSO 0%, desferrioxamine 100%; activation, % at 7.5 µM (by protocol);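 active = mean activation of at least 10% of the iron chelator positive control signal, with at least half of replicates also reaching 10%; inconclusive = mean and replicate majority disagree about reaching 10%; inactive = mean and most replicates under 10%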
# HSP90 refold inh = inhibitors of HSP90 luciferase refolding in rabbit reticulocyte lysate; luciferase refolding luminescence, 3 h; inhibition, % at 5.6 µM; actives 0.91% (n = 290,000); AID 1789;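 active = inhibition above the screen-wide mean plus 3 SD, computed separately per campaign, cut at about 16% in these data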;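 also: 0% = DMSO wells and 100% = 60 µM geldanamycin wells; inhibitors lower the luminescence because luciferase stays unfolded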
# SKKanGAS inh = SKKanGAS growth inhibition | S. pyogenes SKKanGAS, kanamycin growth, BacTiter-Glo, 6 h | inhibition, % at 7.5 µM | actives 1.3% (n = 300,000) | AID 1662;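 active = mean replicate score, as percent of positive control median, at least 50; inconclusive = mean below 50 but one replicate at or above 50; inactive = mean and every replicate below 50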;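 also: strain carries kanamycin resistance gene driven by streptokinase promoter and grows in 40 µg/ml kanamycin; loss of luminescence reflects streptokinase promoter inhibition or plain growth inhibition; 0% = median of DMSO wells and 100% = positive control at its reference dose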
# AI-2 QS modul = modulates the Vibrio harveyi AI-2 quorum sensing system. Vibrio harveyi JMH597 AI-2 luminescence/OD600 ratio, 9 h; hits give low values; strain lacks LuxN and CqsS sensors; 0 = neutral-control median. activity change, % at 7.5 µM. actives 0.4% (n = 300,000). AID 2094; in the data active = activity change below about -75%, passing the limit was not always enough; inconclusive = no clear call, values can overlap the other calls;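 also: luminescence divided by OD600 gain over 9 h not by final OD600 alone; inactives centre near 13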
# The depositor's hits bear a star; ? = inconclusive; . = not tested or not shown.
SMILES,KLF5 inh,Platelet DG rel,IEC-6 tox,HSF1 activator,HSF1 inh,aSyn UTR inh,HIF act,HSP90 refold inh,SKKanGAS inh,AI-2 QS modul
COc1ccccc1/C=C/C(=O)N1CCOCC1,-26,6,0,-4,3,2,-0.5,-1,2,2
O=C(C1=C[C@@H](c2ccc3c(c2)OCO3)C[C@@H](OCCCCO)O1)N1CCOCC1,-6,-1,7,-20,-10,-5,-0.7,6,3,4
O=[N+]([O-])c1cccnc1Sc1ccc(Cl)cc1,-6,0,0,27,-4,3,0.9,2,0,4
O=C(c1nc2ccc(Cl)cn2c1CNCCn1ccnc1)N1CCCCCCC1,-10,2,0,-5,9,3,-0.1,-2,3,16
CCOC(=O)C1C(=O)NC(c2ccccc2)=NC1c1ccc(F)cc1 (stereo not given),19,-23,6,-15,-1,12,0.1,0,4,-9
OC(CNCCCCNCC(O)C(F)(F)F)C(F)(F)F (stereo not given),-12,-14,-9,-8,5,12,0.3,-2,-8,3
CC(=O)Nc1ccc(S(=O)(=O)N2CCC(c3nc4ccccc4[nH]3)CC2)cc1,-10,-6,2,-11,-6,-25,0.0,-3,-8,8
Cc1cc(=S)n(-c2ccccc2)n1C,-30,-5,-2,-1,-5,-14,-0.1,-5,-1,4
CCCCNCCOCCSc1ccc(Cl)cc1,3,0,12,30,-2,-19,-1.2,1,0,8
O=C(NCC1CCCN(C(=O)Cc2ccccc2Cl)C1)c1ccc(F)cc1 (stereo not given),10,-2,8,-9,-4,10,0.1,2,8,30
c1nc(N2CCCC2)c2[nH]cnc2n1,-24,-5,-4,-10,-11,15,-0.2,1,8,48
O=C(O)c1ccc(/C=N/NC(=O)c2ccc(Br)cc2)cc1,-8,-3,-1,-42,-27,21,0.6,-6,-8,42
COc1cc(CCC(=O)OCC(=O)NCc2ccccc2)cc(OC)c1OC,-20,0,2,-10,-1,10,-0.2,-1,-4,17
Cc1cccc(/C(N)=N/OC(=O)c2ccoc2C)c1,-156,37,21,85*,34,-116,?,6,-6,20
CCCc1[nH]n(-c2nc3ccccc3s2)c(=O)c1C=NCC1CCCO1 (stereo not given),-56,-2,1,-2,0,-11,0.1,5,11,7
CCc1c(C)sc(NC(=O)c2ccccc2[N+](=O)[O-])c1C(N)=O,-5,-32,-1,38,26,-18,0.4,1,-12,0
CCN(CC)S(=O)(=O)c1ccc(Cl)c(C(=O)OC)c1,-13,4,-9,16,-3,0,-0.3,-4,-3,17
O=C(CCN1C(=O)C2CCCCC2C1=O)Nc1ccc(F)c(F)c1F (stereo not given),-13,3,3,-13,-1,-11,0.4,9,-3,27
CSc1ncccc1C(=O)N1CCCC(Nc2ccc(C)c(C)c2)C1 (stereo not given),10,0,3,4,6,-2,0.4,1,-3,23
Cc1c(Br)c(=O)oc2c(Br)c(O)c(O)cc12,-16,-6,-12,2,1,3,-0.8,-2,7,88
C/C(=N\NC(=O)Cc1csc(N2CCOCC2)n1)c1ccccc1,-32,1,2,0,-8,25,-0.3,5,-4,24
C#Cc1ccc([C@@H]2C=C(C(=O)N3CCOCC3)O[C@H](OCC)[C@H]2CCCO)cc1,9,-1,6,-13,-6,13,-0.3,7,3,-1
COc1cc(C=C2C(=O)c3ccccc3C2=O)cc(OC)c1,6,-14,2,23,-9,5,-0.2,-4,-9,14
CC1C(=O)N2CCCc3cc(NC(=O)c4ccccc4C(F)(F)F)cc1c32 (stereo not given),.,1,.,3,-1,7,-49,.,14,16
CCCn1c(N)c(C(=O)CSc2nnc(Cc3ccccc3)o2)c(=O)n(C)c1=O,-29,6,5,-11,-11,8,-0.5,3,-1,33

# Quoted at random: three compounds from above
SMILES,KLF5 inh,Platelet DG rel,IEC-6 tox,HSF1 activator,HSF1 inh,aSyn UTR inh,HIF act,HSP90 refold inh,SKKanGAS inh,AI-2 QS modul
O=C(c1nc2ccc(Cl)cn2c1CNCCn1ccnc1)N1CCCCCCC1,-10,2,0,-5,9,3,-0.1,-2,3,16
O=C(C1=C[C@@H](c2ccc3c(c2)OCO3)C[C@@H](OCCCCO)O1)N1CCOCC1,-6,-1,7,-20,-10,-5,-0.7,6,3,4
O=C(O)c1ccc(/C=N/NC(=O)c2ccc(Br)cc2)cc1,-8,-3,-1,-42,-27,21,0.6,-6,-8,42

# Remaining list, next part
SMILES,KLF5 inh,Platelet DG rel,IEC-6 tox,HSF1 activator,HSF1 inh,aSyn UTR inh,HIF act,HSP90 refold inh,SKKanGAS inh,AI-2 QS modul
O=C(N=Nc1c(O)n(Cc2ccccc2)c2ccccc12)c1cc2ccccc2cc1O,-4,2,-6,42,15,-31,2.8,-7,28,11
CCO[C@H]1OC(C(=O)NCc2nc3ccccc3[nH]2)=C[C@@H](C)[C@@H]1CCCO,6,7,2,-3,-3,-7,-0.4,-1,6,7
COc1ccc(S(=O)(=O)N2CCN(C(=O)c3oc4ccccc4c3C)CC2)cc1,-8,0,2,-23,-6,23,0.2,-3,-2,21
O=C(CC1C(=O)NCCN1CC(c1ccccc1)c1ccccc1)NCCc1cn[nH]c1 (stereo not given),-42,3,7,-10,-6,-9,-0.1,3,6,9
Cc1cc(C(=O)NCc2ccco2)c2cc(F)ccc2n1,-6,-1,-6,-3,4,8,-0.8,-1,.,48
FC(F)(F)c1cnc(Sc2ncn[nH]2)c(Cl)c1,3,2,2,42,9,2,0.0,-1,8,21
O=C(O)C1Cc2ccccc2CN1C(=O)CCl (stereo not given),-24,-1,-1,4,-1,-17,0.6,1,-9,39
Cc1ccc(NC2=NCC(=O)N2Cc2cccs2)cc1C,-32,12,-8,8,-1,-5,-0.2,-4,5,16
O=C(N[C@@H](Cc1ccccc1)C(=O)N1CCC2(CC1)NCCc1[nH]cnc12)c1cccc(F)c1,-34,0,7,3,-2,2,0.1,2,-3,11
Cc1cc(N2CCN(C)CC2)nc2ccc(NC(=O)CCC(=O)NCCCOC(C)C)cc12,-9,2,-5,-20,3,-12,1.0,-2,3,5
O=C(c1ccc(Oc2cc(Cl)cc(Cl)c2)o1)N1CCCCC1,-14,9,-5,30,1,30,0.2,-1,26,12
COc1ccc(OC)c(Nc2nc(-c3sc(C)nc3C)cs2)c1,-20,1,6,-4,7,-8,1.7,6,-1,7
CCCN1CCN(C(=O)Cn2cnc3sc(C)c(S(=O)(=O)N4CCC(C)CC4)c3c2=O)CC1,-27,3,0,-6,0,-28,-3.0,-2,-1,.
COc1ccc(C2=NOC(CNC(=S)N3CCOCC3)C2)cc1 (stereo not given),-96,1,-5,10,1,-132,1.9,2,-4,10
CCOC(=O)/C=C/C(=O)Nc1ccc(S(=O)(=O)Nc2c(C)cc(C)cc2C)cc1,-22,3,2,9,9,2,-0.5,-2,-12,-11
CC(C)c1ccccc1NC(=O)C1CN(S(=O)(=O)c2ccccc2)CCN1S(=O)(=O)c1ccccc1 (stereo not given),-28,3,-2,5,-4,-13,0.0,3,5,-1
COc1ccc(NC(=O)c2cccs2)cc1,-148,-7,-1,39,7,-149,1.6,-2,2,19
O=C(c1ccccc1Cl)N1CCNCC1,6,-9,6,9,-3,15,-0.3,7,-7,27
CCc1ccccc1N1CC23C=CC(O2)C(C(=O)OCC(C)C)C3C1=O (stereo not given),-56,-1,1,8,-7,6,0.1,0,-5,0
Cc1cccc(OC(=O)c2cccnc2)c1C,2,-2,-1,-3,1,-14,1.1,4,-2,20
OC(CN1CCOCC1)C12CC3CC(CC(C3)C1)C2 (stereo not given),-8,5,-3,40,15,9,-0.3,-1,1,10
CCN1CCN(c2ccc(S(=O)(=O)N3CCOCC3)cc2NC(=O)/C=C/c2cccc(OC)c2OC)CC1,.,15,.,-2,-1,1,-0.1,.,31,17
COc1ccc(OC)c(C2Nc3ccccc3NC3=C2C(=O)CC(C)(C)C3)c1 (stereo not given),-32,-8,2,1,0,-2,1.1,-3,4,7
Cc1nc(S(=O)(=O)N(C)Cc2ccccc2)c(C#N)c(C)c1Cl,-42,.,-2,-3,0,-118,-0.9,-3,15,15
Cc1c(NC(=O)c2cnn3c2NC(c2ccc(Br)cc2)CC3C(F)(F)F)c(=O)n(-c2ccccc2)n1C (stereo not given),-7,5,2,-4,6,7,-0.5,4,12,17
SMILES,KLF5 inh,Platelet DG rel,IEC-6 tox,HSF1 activator,HSF1 inh,aSyn UTR inh,HIF act,HSP90 refold inh,SKKanGAS inh,AI-2 QS modul
O=C(CN(c1ccc(Cl)c(C(F)(F)F)c1)S(=O)(=O)c1ccccc1)N1CCOCC1,-16,13,-7,13,-2,8,0.3,-3,-1,22
Cc1nn(-c2ccc(N3CCCCC3)nn2)c(C)c1CCC(=O)Nc1cccc(F)c1,-119,-3,-4,20,7,-120,4.1,-5,2,13
CC(C)(C)NS(=O)(=O)c1ccc(CCC(=O)Nc2ccc3c(c2)OCO3)cc1,-32,-7,-3,25,-4,-1,-0.5,4,1,14
COc1cccc(Oc2ccc(C(F)(F)F)cc2NC(=O)c2cccc(F)c2)c1,-15,-10,5,-1,-6,-4,-4.1,5,5,31
CCOn1c(=O)c(-c2ccc(F)cc2)[n+]([O-])c2ccccc21,-31,5,5,-50,-38,-26,-0.3,1,-1,6
COc1ccsc1NC(=O)OCc1ccc(Cl)cc1,-45,1,1,41,24,-69,1.5,0,-1,18
N#Cc1cccc2cnccc12,7,2,-2,4,-5,-7,-24,-2,-2,32

# 4 entries out of the list, arranged by count of non-hydrogen atoms, smallest number first.
SMILES,KLF5 inh,Platelet DG rel,IEC-6 tox,HSF1 activator,HSF1 inh,aSyn UTR inh,HIF act,HSP90 refold inh,SKKanGAS inh,AI-2 QS modul
COc1ccsc1NC(=O)OCc1ccc(Cl)cc1,-45,1,1,41,24,-69,1.5,0,-1,18
COc1cccc(Oc2ccc(C(F)(F)F)cc2NC(=O)c2cccc(F)c2)c1,-15,-10,5,-1,-6,-4,-4.1,5,5,31
O=C(CN(c1ccc(Cl)c(C(F)(F)F)c1)S(=O)(=O)c1ccccc1)N1CCOCC1,-16,13,-7,13,-2,8,0.3,-3,-1,22
Cc1nn(-c2ccc(N3CCCCC3)nn2)c(C)c1CCC(=O)Nc1cccc(F)c1,-119,-3,-4,20,7,-120,4.1,-5,2,13

# Source: PubChem BioAssay
